# Source: PubChem BioAssay (National Center for Advancing Translational Sciences (NCATS))
# Giardia killer = Giardia lamblia killing; Giardia lamblia trophozoite viability; activity change, % at 7.66 µM, hits read low; 340,000 compounds, 0.15% hits; in the data active = activity change below about -80%; inconclusive = between about -30% and that limit;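 also: parasites exposed to compound for two days anaerobically before the ATP read; % is scaled to controls: 0 for no effect and ±100 for the full control effect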
#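 Each well holds 100 Giardia trophozoites and compound. After two days (48 hrs) at 37 deg C in anaerobic conditions, ATP is quantified by luminescence.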
# Rab9 promoter act = Rab9 promoter activation. Huh7 Rab9 promoter-luciferase reporter, luminescence, 24 h. Potency, µM (doses to about 9.22 µM), inactives show top-dose activation, negative = inhibition, most hits filed as activators. 320,000 compounds, 2.8% hits. AID 485297; also: potency is read from the fitted curve at half-maximal effect; % of control where 0% means no effect; nearly all actives have a fitted effect of over 60% in size
#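 Rab9 promoter-driven luciferase in stably transfected Huh7 cells; 1500 cells/well rested 2 h, exposed to compound in DMSO for 24 h at 37 °C, 5% CO2. Luminescence read 10 min after adding luciferase reagent at ambient temperature.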
# Gal4-VP16 FLuc = inhibits Gal4-VP16 luciferase reporter, ROR gamma counter-screen; Drosophila S2 Gal4-VP16 UAS-luciferase, luminescence, 20 h; Potency, µM (doses to about 53.6 µM), for the others: top-dose activity, negative = inhibition, actives largely listed as inhibitors; 310,000 compounds, 3.5% hits; AID 2546;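 also: Gal4-VP16 expression switched on by copper sulfate through the metallothionein promoter; potency is read from the fitted curve at half-maximal effect; % is scaled to controls: 0 for no effect and ±100 for the full control effect; nearly all actives have a fitted effect of over 50% in size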
# FLuc counter = counter-screen for miR-21 project: firefly luciferase inhibitors or activators; P08659; purified FLuc, Km substrates, luminescence inhibition; Potency, µM (top dose mostly 57.5 µM), for inactives: at the top dose activity change, negative = inhibition, actives largely listed as inhibitors; 360,000 compounds, 6.9% hits;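 also: potency is read from the fitted curve at half-maximal effect; plate controls were vehicle for no effect and reference inhibitor for full effect; nearly all actives have a fitted effect of over 55% in size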
# Target sequence (P08659 whole entry, looked up): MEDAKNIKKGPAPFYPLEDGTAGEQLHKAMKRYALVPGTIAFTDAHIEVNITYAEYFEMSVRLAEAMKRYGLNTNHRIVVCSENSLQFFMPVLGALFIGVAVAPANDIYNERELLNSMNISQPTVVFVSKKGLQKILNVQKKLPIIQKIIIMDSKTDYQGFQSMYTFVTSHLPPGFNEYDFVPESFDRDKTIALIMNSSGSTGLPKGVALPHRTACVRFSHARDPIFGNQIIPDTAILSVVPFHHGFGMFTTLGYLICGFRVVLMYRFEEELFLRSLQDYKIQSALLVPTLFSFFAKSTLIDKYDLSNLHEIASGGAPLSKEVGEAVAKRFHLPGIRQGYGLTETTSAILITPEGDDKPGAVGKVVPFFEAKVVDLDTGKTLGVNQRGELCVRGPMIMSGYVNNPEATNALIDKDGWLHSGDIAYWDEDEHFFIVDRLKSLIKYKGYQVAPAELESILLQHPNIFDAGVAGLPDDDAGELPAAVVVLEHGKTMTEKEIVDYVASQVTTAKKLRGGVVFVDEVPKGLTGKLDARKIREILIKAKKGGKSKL
#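 Purified P. pyralis luciferase (10nM final) with 10uM D-luciferin and 10uM ATP (Km levels) in 50mM Tris acetate pH 7.5, 10mM Mg acetate, 0.01% Tween-20, 0.05% BSA; qHTS 6-point titration, ~60 µM downward; luminescence read.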
# Menin MLL FP TR = inhibitors of human menin-MLL interaction, mutant MLL peptide. Menin + Texas Red MLL mutant peptide, fluorescence polarization. Potency, µM (titrated, usually from 61.6 µM), for the others: at the highest dose FP activity change, negative = inhibition, usual class: inhibitors. 270,000 compounds, 0.23% hits; active = well fitted inhibition curve with a large enough effect in the polarisation, with a control signal flat, not every such curve was filed as active; inconclusive = small, poorly fitted or top-dose-only effect, or effect the other way, or a change in a side signal; inactive = no such curve, though single readings can be large or run the other way; the % refers to the polarisation; also: potency is read from the fitted curve at half-maximal effect; % of control where 0% means no effect; many of its hits are not listed in these tables
# p53 reactivation = re-activators of mutant p53. H1299 p53-A138V BP100-luciferase reporter, luminescence, 24 h. AID 504706. 320,000 compounds, 0.063% hits. Potency, µM (top dose mostly 92.2 µM), without a hit: top-dose activity change, positive = activation, hits mostly activators; also: potency is read from the fitted curve at half-maximal effect; % of control where 0% means no effect; nearly all actives have a fitted effect of over 45% in size
#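 H1299 (p53-null), stable ts p53-A138V + BP100-Luc; 1000 cells/well, Opti-MEM/10% FBS; cpd 4 pt, 1:5; 24 h, 37 deg C, 5% CO2; detection reagent 10 min RT; luminescence.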
# PKM2 activator = activators of human pyruvate kinase M2 | P14618 | purified PKM2, Kinase-Glo ATP luminescence, activation; response scale: 0% is enzyme alone, no compound | Potency, µM (highest dose often 57.5 µM), without a hit: top-dose activation, hits mostly activators | 260,000 compounds, 0.34% hits; also: potency is read from the fitted curve at half-maximal effect; % is scaled to controls: 0 for no effect and ±100 for the full control effect; nearly all actives have a fitted effect of over 55% in size
# Target sequence (P14618 whole entry, looked up): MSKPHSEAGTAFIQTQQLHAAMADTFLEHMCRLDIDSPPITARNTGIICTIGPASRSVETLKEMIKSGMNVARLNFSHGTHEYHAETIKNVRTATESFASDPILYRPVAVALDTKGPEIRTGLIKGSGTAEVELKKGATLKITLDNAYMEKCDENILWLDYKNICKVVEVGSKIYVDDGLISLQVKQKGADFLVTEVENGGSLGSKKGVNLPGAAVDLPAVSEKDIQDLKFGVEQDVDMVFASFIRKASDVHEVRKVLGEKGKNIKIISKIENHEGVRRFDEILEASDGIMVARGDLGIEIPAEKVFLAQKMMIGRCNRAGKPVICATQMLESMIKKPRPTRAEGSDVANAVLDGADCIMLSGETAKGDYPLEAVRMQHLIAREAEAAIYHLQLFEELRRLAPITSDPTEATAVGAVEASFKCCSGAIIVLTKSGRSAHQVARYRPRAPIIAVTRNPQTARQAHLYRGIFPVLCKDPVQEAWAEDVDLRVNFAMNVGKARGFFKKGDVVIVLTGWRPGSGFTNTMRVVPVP
#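 ATP formation by purified human PK-M2, quantified via coupled luciferase luminescence after 1 h at room temperature with 0.1 mM ADP and 0.5 mM PEP final.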
# BRCA1 expr up = activators of BRCA1 expression. MCF7-BRCA1-FFLuc reporter, luminescence, 48 h; response scale: scaled: vehicle 0%, 10 µM genistein 100%. 380,000 compounds, 1.1% hits. Potency, µM (highest dose often 46.1 µM), for inactives: at the top dose activation, hits mostly activators; also: potency is read from the fitted curve at half-maximal effect; nearly all actives have a fitted effect of over 80% in size; some results filed as inactive show a strong effect at the top dose
#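 Luminescence from a BRCA1-driven firefly luciferase in MCF7 cells was read after 48 h compound exposure at 37 C. Data normalized against DMSO and a 10microM genistein activation control, then curve-fitted across the titration.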
# NPC1 promoter act = activates the NPC1 promoter. 320,000 compounds, 2.4% hits. Huh7 NPC1 promoter luciferase reporter, 24 h. AID 485313. Potency, µM (titrated, usually from 9.22 µM), for the others: top-dose activation, usual class: activators;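 also: potency is read from the fitted curve at half-maximal effect; % of control where 0% means no effect; nearly all actives have a fitted effect of over 60% in size; reporter is driven by a mutant NPC1 promoter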
#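 In 1536-well qHTS, Huh7 cells harboring an NPC1 promoter–luciferase construct received compound for 24 h; activation was quantified by luminescence following luciferase reagent addition.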
# RORgamma inh = inhibitors of mouse ROR gamma transcriptional activity. P51450. Drosophila S2 Gal4-RORgamma UAS-luciferase reporter, 20 h. Potency, µM (series often up to 53.6 µM), for inactives: at the top dose activity change, negative = inhibition, actives largely listed as inhibitors. 310,000 compounds, 5.4% hits. AID 2551; also: potency is read from the fitted curve at half-maximal effect; % is scaled to controls: 0 for no effect and ±100 for the full control effect; nearly all actives have a fitted effect of over 60% in size
#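 Luminescence from a UAS-regulated Photinus luciferase reporter in stably transfected Drosophila Schneider cells is measured; decreased signal marks ROR gamma inhibition. Fusion expression is induced by 700 uM copper sulfate for 20 hr.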
# ELG1 genotoxic = induces genotoxicity in HEK293T cells with luciferase-tagged ELG1 | 330,000 compounds, 1.3% hits | Potency, µM (doses to about 46 µM), without a hit: top-dose activity change, positive = activation, hits mostly activators | HEK293T ELG1-luciferase reporter, luminescence, 16 h | AID 504466; also: potency is read from the fitted curve at half-maximal effect; % of control where 0% means no effect; nearly all actives have a fitted effect of over 60% in size
#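 Reporter readout depends on ELG1 protein level, which increases with genetic stress. After 16 hr compound exposure at 37 °C, luciferase activity was quantified using ONE-Glo.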
# Active calls of the source: *; ? = inconclusive; nt = no result given; [ ] = remark or other dose. Unless noted, calls follow the shape of the dose curve; as a rule, active = well fitted curve in the direction sought with a large enough effect; inconclusive = small, poorly fitted or top-dose-only effect, or another doubt; inactive = no such curve, though single readings can be large; an effect the other way counts as inactive or inconclusive. An excerpt; rates above refer to the full screens.
# Every second line gives: Giardia killer, Rab9 promoter act, Gal4-VP16 FLuc, FLuc counter, Menin MLL FP TR, p53 reactivation, PKM2 activator, BRCA1 expr up, NPC1 promoter act, RORgamma inh, ELG1 genotoxic
[1] Cc1ccc2nsnc2c1S(=O)(=O)NCc1ccc2c(c1)OCO2
  -8, ?, -3%, 0%, -12%, 5%, 1%, -4%, -1%, -20%, 6%
[2] O=C(NCc1cccnc1)C1CCCN1S(=O)(=O)c1ccc(Cl)cc1 (centres undefined)
  -3, 4%, -4%, 1%, -1%, nt, 0%[11.5 µM], -5%, -1%, -30%, -1%
[3] CC(C)n1c(N2CCN(C(=O)NCc3ccccc3)CC2)nc2ccccc21
  -14, -6%, 2%, 0%, 5%, -1%, -1%, -15%, 1%, 31%, 1%
[4] CCOC(=O)N1CCN(C(=O)c2ccccc2-c2ccccc2)CC1
  3, -17%, -12%, 0%, 5%, 10%, 4%, -32%, -30%, -9%, 3%
[5] O=C(N/N=C1/CCc2ccccc21)C1CC1
  2, 18%, 4%, ?, -1%, 6%, -5%, 18%, 7%, 8%, ?
[6] Cc1ccc(-c2nc3ccsc3c(=O)o2)cc1
  -26, 2.5µM*, 2%, 2.7µM*, -30%, ?, -9%, 13µM*, 2.8µM*, ?, 18µM*
[7] CCCCC(C)n1[nH]c(=O)c2c(C)cc(C)nc21 (centres undefined)
  40[activator], -7%, -3%, 0%, nt, -1%, -2%, 0%, -3%, 13%, -2%
[8] CCc1ccc(C(C)NC(=S)NCc2ccc(F)cc2)cc1 (centres undefined)
  6, 10%, 5µM*, -1%, 23%, 4%, 2%, -18%, 1%, 2.2µM*, -13%
[9] O=C(CCCCl)OCc1cn(-c2ccc(Cl)cc2)nn1
  11, 3%, -2%, ?, -1%, 0%, 15%, 19%, 0%, 2%, 4%
[10] Cc1c(C(=O)N2CCc3ccccc32)oc2ccccc12
  -15, 3.5µM*, -11%, 0.95µM*, 21%, ?, -16%, -26%, ?, -42%, 3.7µM*
[11] COc1ccc(C(CNC(=O)c2ccc(Br)o2)N2CCN(C)CC2)cc1 (centres undefined)
  -4, -6%, nt, 3%, nt, 0%, nt, -15%, -2%, nt, -1%
[12] CCn1cc(CN2CCN(CC(C)(C)C)C(CCO)C2)c2ccccc21 (centres undefined)
  17, -4%, 0%, 0%, 1%, nt, 3%, -16%, 0%, -8%, -5%
[13] O=C(CSC(=S)N1CCCCC1)Nc1ncc2c(n1)CC(c1ccco1)CC2=O (centres undefined)
  -9, 3%, -19%, 0%, nt, 0%, 12%, -12%, -2%, 42%, -2%
[14] O=C(CCc1c[nH]c2ccccc12)N=Nc1c(O)[nH]c2ccccc12
  -12, 3%, 1%, 3%, -18%, 1%, 8%, -13%, 0%, 40%, 0%
[15] CCOC(=O)c1cnc2ccc(OC)cc2c1NCCN1CCOCC1
  25, 4%, nt, 4%, -13%, nt, -9%, -9%, 1%, nt, 2%

# (more compounds)
# Every second line gives: Giardia killer, Rab9 promoter act, Gal4-VP16 FLuc, FLuc counter, Menin MLL FP TR, p53 reactivation, PKM2 activator, BRCA1 expr up, NPC1 promoter act, RORgamma inh, ELG1 genotoxic
[16] CCOC(=O)CSc1nnc(-c2ccccc2OC)o1
  -7, 0%, -21%, ?, -3%, -7%, -1%, 3%, -3%, -38%, 0%
[17] CCN(CC)S(=O)(=O)c1ccc(C)c(NC(=O)CN2CCN(Cc3ccccc3)CC2)c1
  13, -5%, -7%, -1%, nt, 1%, 8%, -6%, 2%, 2%, -1%
[18] Cc1nc2[nH]onc2c2nccc(=O)c12
  -12, -1%, -4%, -2%, -2%, 5%, 0%, 16%, 0%, ?, -24%
[19] O=C(NCc1ccccc1Cl)C1CCCN(c2nc3ccsc3c(=O)s2)C1 (centres undefined)
  nt, -7%, 3%, -2%, 0%, -1%, 0%, nt, -4%, -5%, 9%
[20] CC(=NC1CCCC1)c1c(C)[nH]n(-c2nc3ccccc3s2)c1=O
  -7, ?, ?, 3.4µM*, -15%, ?, -5%, -70%[inhibitor], ?, 3.5µM*, ?
[21] O=C(Nc1ccccc1N1CCCC1)c1ccc(Cl)c(S(=O)(=O)N2CCOCC2)c1
  2, -2%, nt, 5%, nt, -2%, nt, -23%, 2%, nt, -10%
[22] COC(=O)c1ccccc1S(=O)(=O)N1CCC(NC(=O)C(Cc2cccc(OC)c2OC)NC(C)=O)CC1 (centres undefined)
  -10, 2%, -1%, 1%, 4%, 4%, 2%, -5%, -1%, 3%, -1%
[23] Cc1ccnc(SCc2cn3c(C)cc(C)nc3n2)n1
  8, -2%, -3%, 0%, -21%, 0%, 0%, -4%, -2%, 19%, 6%
[24] Cc1cccc(S(=O)(=O)NCCC(=O)OCC(=O)Nc2ccc(C#N)cc2)c1
  5, -8%, -15%, -1%, 22%, 0%, -2%, 7%, 1%, 7%, 0%
[25] COCCCNC(=O)C1CC(=O)N(CCc2ccccc2)C1 (centres undefined)
  2, 8%, 1%, 1%, -13%, -2%, -10%, 4%, -3%, 0%, 1%
[26] COc1ccc(C2c3[nH]c4ccccc4c3CCN2CCCn2cccn2)c(F)c1 (centres undefined)
  -2, -3%, -1%, -4%, nt, -6%, -7%, -50%, 1%, -2%, -3%
[27] Cc1noc(-c2ccccc2)c1NC(=O)Nc1ccccc1
  -8, 0%, -6%, -1%, nt, -3%, -1%, -7%, 1%, -23%, 0%
[28] OCC1OC(Oc2cccc3ccccc23)C(O)C(O)C1O (centres undefined)
  -8, -3%, -5%, 2%, -2%, 3%, nt, 9%, -1%, -8%, 2%
[29] CCc1ccc2[nH]c(C(=O)Nc3ccc(F)cc3Br)cc2c1
  0, 13%, -7%, 1%, ?, 12%, nt, -56%, 24%, 3%, -8%
[30] O=C1c2cccc3cccc(c23)N1Cc1cccc(F)c1
  -13, 5%, 8%, 1%, -14%, -6%, 4%, -35%, -1%, -6%, 6%

# (list continues)
# Every second line gives: Giardia killer, Rab9 promoter act, Gal4-VP16 FLuc, FLuc counter, Menin MLL FP TR, p53 reactivation, PKM2 activator, BRCA1 expr up, NPC1 promoter act, RORgamma inh, ELG1 genotoxic
[31] Cc1cccc(C(=O)NCC(c2ccc(F)cc2)N2CCOCC2)c1 (centres undefined)
  -20, -2%, 14%, 4%, -2%, 1%, 6%, -2%, -3%, -1%, 0%
[32] O=C(CN1C(=O)c2ccccc2C1=O)Nc1ccccc1C(=O)NC1CCCCCC1
  42[activator], 1%, 5%, 9%, 7%, 1%, 15%, 38%, 4%, ?, -1%
[33] Cc1ccc(/C=N/NC(=O)C2COc3ccccc3O2)s1 (centres undefined)
  3, -7%, nt, ?, nt, ?, nt, -27%, -22%, nt, 15%
[34] Cc1ccc(OCC(=O)N2CCOCC2)cc1C
  0, 19%, 4%, ?, 2%, 19%, 1%, 73%, 16%, 10%, ?
[35] COc1cc(OC)c(OC)cc1/C=C1\CCC/C(=C\c2cc(OC)c(OC)cc2OC)C1=O
  0, -4%, -10%, 2%, 8%, 15%, nt, -80%, -1%, 3%, -14%
[36] O=C(NCc1ncc(C(F)(F)F)cc1Cl)Nc1ccccc1
  13, 9%, -11%, -15%, 18%, -4%, nt, 64%, 7%, 13%, 7%
[37] COc1ccc(C(CNC(=O)Cc2ccccc2)N2CCCCC2)cc1 (centres undefined)
  -11, -2%, -12%, -2%, -1%, 2%, nt, 2%, -5%, -14%, -3%

# Exported bar-delimited: entries from further up.
no. | SMILES | Giardia killer | Rab9 promoter act | Gal4-VP16 FLuc | FLuc counter | Menin MLL FP TR | p53 reactivation | PKM2 activator | BRCA1 expr up | NPC1 promoter act | RORgamma inh | ELG1 genotoxic
25 | COCCCNC(=O)C1CC(=O)N(CCc2ccccc2)C1 (centres undefined) | 2 | 8% | 1% | 1% | -13% | -2% | -10% | 4% | -3% | 0% | 1%
26 | COc1ccc(C2c3[nH]c4ccccc4c3CCN2CCCn2cccn2)c(F)c1 (centres undefined) | -2 | -3% | -1% | -4% | nt | -6% | -7% | -50% | 1% | -2% | -3%
27 | Cc1noc(-c2ccccc2)c1NC(=O)Nc1ccccc1 | -8 | 0% | -6% | -1% | nt | -3% | -1% | -7% | 1% | -23% | 0%
28 | OCC1OC(Oc2cccc3ccccc23)C(O)C(O)C1O (centres undefined) | -8 | -3% | -5% | 2% | -2% | 3% | nt | 9% | -1% | -8% | 2%
29 | CCc1ccc2[nH]c(C(=O)Nc3ccc(F)cc3Br)cc2c1 | 0 | 13% | -7% | 1% | ? | 12% | nt | -56% | 24% | 3% | -8%
30 | O=C1c2cccc3cccc(c23)N1Cc1cccc(F)c1 | -13 | 5% | 8% | 1% | -14% | -6% | 4% | -35% | -1% | -6% | 6%
